# High-throughput results deposited in PubChem BioAssay by National Center for Advancing Translational Sciences (NCATS).
# Sm TGR inh = qHTS Assay for the Inhibitors of Schistosoma Mansoni Peroxiredoxins | Schistosoma mansoni thioredoxin glutathione reductase (TGR), Q962Y6 | purified TGR, DTNB reduction, TNB absorbance 405 nm | Potency, µM (titrated, usually from 114 µM), for the others: top-dose activity change, negative = inhibition, hits mostly inhibitors | 3% of 360,000 active; note: nearly all actives have a fitted effect of over 60% in size
#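 Kinetic colorimetric format: TGR-catalysed, NADPH-driven DTNB reduction monitored via TNB absorbance. Enzyme dispensed at 20 nM; compound exposure 15 min at room temperature before reaction start.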
# TbPYK inhibitor = qHTS of Trypanosoma Brucei Inhibitors; pyruvate kinase (Trypanosoma brucei), Q57TT1; TbPYK enzyme, Kinase-Glo Plus ATP luminescence, 45 min; Potency, µM (series often up to 76.8 µM), inactives show at the highest dose activity, negative = inhibition, most hits filed as inhibitors; 0.12% of 410,000 active; note: nearly all actives have a fitted effect of over 50% in size
#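 Glycolytic pyruvate kinase of T. brucei was incubated with substrate, test compound and 130 uM ADP for 45 minutes at room temperature. Luminescent Kinase-Glo Plus signal was measured after 10 minutes.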
# Pf growth 48h = Primary qHTS for delayed death inhibitors of the malarial parasite plastid, 48 hour incubation; P. falciparum luciferase growth in erythrocytes, 48 h; AID 504832, 2011; Potency, µM (series often up to 28.7 µM), for inactives: at the highest dose activity change, negative = inhibition, most hits filed as inhibitors; 5.9% of 310,000 active
#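 Erythrocytes infected with P. falciparum carrying an integrated firefly luciferase reporter (2% hematocrit, 0.1% parasitemia final) were exposed to compounds in RPMI 1640 with 0.5% Albumax at 37 C, 5% CO2. Growth inhibition was scored as reduced luminescence.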
# HCV inh = qHTS Assay for Inhibitors of Hepatitis C Virus (HCV); 3.4% of 340,000 active; Huh7.5.1 HCVcc-Cre infection, luciferase reporter, 44 h; Potency, µM (top dose mostly 41.8 µM), inactives show at the top dose activity change, negative = inhibition, hits mostly inhibitors
#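 HCVcc-Cre virus at an moi near 0.5 was added right after compound to cells cultured 4 h from seeding (1,000 cells/well). Luciferase activity was determined 44 h later, 15 min after substrate addition at RT.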
# Pf growth 96h = Primary qHTS for delayed death inhibitors of the malarial parasite plastid, 96 hour incubation. P. falciparum luciferase reporter growth, 96 h. Potency, µM (top dose mostly 28.7 µM), inactives show at the highest dose activity change, negative = inhibition, usual class: inhibitors. 6.9% of 320,000 active
#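 Plates of compound plus infected erythrocytes (2% hematocrit, 0.05% parasitemia final) incubate 96 hours, 37 C, 5% CO2. Detection reagent added; reduced luminescence from the parasites' luciferase reporter flags inhibition.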
# LmPK inhibitor = qHTS Assay for Inhibitors of Leishmania Mexicana Pyruvate Kinase (LmPK) | Q27686 | purified LmPK, Kinase-Glo ATP luminescence, 1 h | Potency, µM (top dose mostly 57.5 µM), for inactives: at the highest dose activity change, negative = inhibition, usual class: inhibitors | 0.37% of 290,000 active | AID 1721, 2009
# Target sequence (Q27686 whole entry, looked up): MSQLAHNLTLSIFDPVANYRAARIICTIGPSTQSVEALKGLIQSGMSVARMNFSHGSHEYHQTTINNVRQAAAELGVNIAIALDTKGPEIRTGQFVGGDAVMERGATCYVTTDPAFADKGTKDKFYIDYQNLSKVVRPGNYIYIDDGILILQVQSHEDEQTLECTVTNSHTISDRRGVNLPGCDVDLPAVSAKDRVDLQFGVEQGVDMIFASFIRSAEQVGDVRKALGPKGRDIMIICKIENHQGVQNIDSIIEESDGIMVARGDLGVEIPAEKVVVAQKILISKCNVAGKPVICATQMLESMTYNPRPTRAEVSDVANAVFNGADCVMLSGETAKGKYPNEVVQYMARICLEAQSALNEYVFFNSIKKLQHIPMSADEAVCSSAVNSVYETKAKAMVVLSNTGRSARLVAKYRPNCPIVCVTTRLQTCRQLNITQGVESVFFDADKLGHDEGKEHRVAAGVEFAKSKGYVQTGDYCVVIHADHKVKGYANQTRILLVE
#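 Kinase-Glo luminescence read after 1 h RT reaction of 0.1 nM LmPK with 0.5 mM PEP and 0.1 mM ADP. Activity scaled between uninhibited and enzyme-free controls.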
# * marks the source's active call; other numbers are inactive results; ? = inconclusive; / = no result given; & = joins results of further samples; [ ] = remark or other dose. Calls come from the whole dose curve; as a rule, active = well fitted curve in the direction sought with a large enough effect; inconclusive = small, poorly fitted or top-dose-only effect, or another doubt; inactive = no such curve, though single readings can be large; an effect the other way counts as inactive or inconclusive. % is set by controls: 0 for no effect and ±100 for the full control effect; potency is the fitted concentration of half-maximal effect.
1	COc1ccccc1/C=C/C(=O)OCC(=O)Nc1ccccc1Sc1ccccc1
2	COc1cccc(/C=C2\SC(=S)N(CCCC(=O)N(CCO)c3ccccc3)C2=O)c1
3	O=[N+]([O-])c1cccc(-c2nnc3n2CCCCC3)c1
4	Cc1ccccc1NC(=O)CSc1nc2ccccc2c(=O)n1CC1CCCO1 (stereo not given)
5	O=C(NC1CCCCC1)N1CCN(c2ccc([N+](=O)[O-])cc2)CC1
6	C=CCn1c(SCc2cc(=O)n3ccsc3n2)nnc1C1CCCCC1
7	CSCCC(NC(=O)c1ccc([N+](=O)[O-])cc1Cl)C(=O)OCC(=O)C12CC3CC(CC(C3)C1)C2 (stereo not given)
8	O=C(COc1ccccc1Cl)N1CCN(c2ncccn2)CC1

assay / compound | 1 | 2 | 3 | 4 | 5 | 6 | 7 | 8
Sm TGR inh | 5% | -11% | 14% | -10% | -1% | 9% | 1% | -1%
TbPYK inhibitor | -5% | -7% | 7% | 0% | -3% | -6% | 1% | 5%
Pf growth 48h | 31% | 12µM* | 24% | 0% | -14% | -22% | -4% | ?
HCV inh | 0% | ? | 3% | -3% | ? | 6% | ? | 14%
Pf growth 96h | 27% | 1.9µM* | 32%[activator] | ? | ? | ? | -1% | ?
LmPK inhibitor | 1% | -2% | -3% | 2% | 0% | 2% | -1% | -5%

# Next section, starting with the last three of the part before.
6	C=CCn1c(SCc2cc(=O)n3ccsc3n2)nnc1C1CCCCC1
7	CSCCC(NC(=O)c1ccc([N+](=O)[O-])cc1Cl)C(=O)OCC(=O)C12CC3CC(CC(C3)C1)C2 (stereo not given)
8	O=C(COc1ccccc1Cl)N1CCN(c2ncccn2)CC1
9	COc1ccc(CN2CCN(CC=C(C)C)C(CCO)C2)cc1Cn1cncn1 (stereo not given)
10	COc1ccccc1N1CCN(C(=O)c2cccc(Oc3ccccc3)c2)CC1
11	O=C(N/N=C/C=C/c1ccc2c(c1)OCO2)c1ccc([N+](=O)[O-])cc1
12	CC(C)(C)SCCNC(=O)c1cccc([N+](=O)[O-])c1
13	COc1cccc(-c2nc(N3CCCCC3C)c3ccccc3n2)c1O (stereo not given)
14	O=C(NCc1ccccc1Cl)C1CCN(S(=O)(=O)N2CCCCCC2)CC1
15	Cc1nn(CC(=O)N2CCC(N3CCCCC3)CC2)c(=O)c2c1sc1ccccc12
16	CC(C)N1C(=O)CC2(CC[N+](C)(CCOC(=O)C(c3ccccc3)c3ccccc3)CC2)C1=O (stereo not given)

assay / compound | 6 | 7 | 8 | 9 | 10 | 11 | 12 | 13 | 14 | 15 | 16
Sm TGR inh | 9% | 1% | -1% | 3% | -4% | -14% | -8% | -26% | 0% | 4% | 50µM*
TbPYK inhibitor | -6% | 1% | 5% | 2% | 5% | 3% | -2% | -6% | 1% | 5% | 8%
Pf growth 48h | -22% | -4% | ? | -9% | ? | / | ? | ? | -5% | -1% | 16%
HCV inh | 6% | ? | 14% | ? | ? | ? | 10% | 8.9µM* | -14% | 1% | 33%[activator]
Pf growth 96h | ? | -1% | ? | 13% | -7% | -10% | 38% | 3% | ? | 7% | 3%
LmPK inhibitor | 2% | -1% | -5% | 5% | 16% | 8% | -1% | 3% | 6% | -1% | 17%

17	CCc1nc2ccccc2c(C(=O)Nc2ccc(F)cc2)c1C
18	CC(=O)c1cc(C)ccc1OC(=O)CN1C(=O)c2ccccc2C1=O
19	COc1ccc(NC2CCCN(C(=O)c3ccc4nc(C)c(C)nc4c3)C2)cc1OC (stereo not given)
20	N#CC1=C(N)Oc2c(ccc3cccnc23)C1c1cccnc1 (stereo not given)
21	Cc1ccc(SCC(=O)N(Cc2nc(-c3ccccc3)no2)C(C)C)cc1
22	Cc1ccc2[nH]c(=O)c(CNC(C)C)cc2c1
23	Cc1ccc(C(=O)O/N=C(\c2ccccc2)c2cccnc2)cc1
24	O=C(CC(=O)Nc1cccnc1)Nc1cccnc1

assay / compound | 17 | 18 | 19 | 20 | 21 | 22 | 23 | 24
Sm TGR inh | 1% | 4% | -5% | 20µM* | 0% | -6% | 7% | 6%
TbPYK inhibitor | 3% | 0% | 0% | 59%[activator] | 4% | -7% | -2% | -2%
Pf growth 48h | 34%[activator] | -20% | 8% | ? | -4% | 7% | 10% | -1%
HCV inh | 7% | -4% | -3% | 3.5µM* | ? | -5% | 6% | 14%
Pf growth 96h | ? | 7% | 23% | / | -4% | ? | ? | 14%
LmPK inhibitor | 2% | -2% | -1% | 4% | -2% | 5% | 1% | 0%

25	CCOC(=O)c1c(C)[nH]c(C(=O)COC(=O)c2ccccn2)c1C
26	O=C(O)c1cc(S(=O)(=O)Nc2ccccc2C(=O)O)ccc1O
27	Cc1ccc(NC(=O)NC2CC(=O)N(c3ccc4c(c3)OCCO4)C2)cc1C (stereo not given)
28	CCc1cccc2c(C(=O)Cn3nnc(-c4ccc(OC)c(OC)c4)n3)c[nH]c12
29	CC(C)c1ccccc1NC(=S)NCc1ccccc1F
30	CCn1c(SCc2nc3sc(C(=O)O)c(C)c3c(=O)[nH]2)nc2ccccc21
31	Cc1cc(C)cc(OCC(=O)O/N=C(\N)Cc2ccc([N+](=O)[O-])cc2)c1
32	COC(=O)c1[nH]c2ccc(C)cc2c1NC(=O)CN1CCN(C(=O)c2ccccc2)CC1

assay / compound | 25 | 26 | 27 | 28 | 29 | 30 | 31 | 32
Sm TGR inh | ? | -1% | 1% | ? | 1% | -25% | 2% | -1%
TbPYK inhibitor | 8% | -5% | -1% | -3% | 4% | -10% | -1% | 1%
Pf growth 48h | -12% | 48%[activator] | -29% | / | -28% | / | -7% | ?
HCV inh | -3% | 24% | -23% | ? | -3% | 6% | -17% | 10%&10%
Pf growth 96h | 16% | 119%[activator] | 2% | ? | -1% | ? | -7% | -26%
LmPK inhibitor | 4% | 5% | / | 6% | 1% | 19% | 2% | 0%

# The listing continues.
no.	structure	Sm TGR inh	TbPYK inhibitor	Pf growth 48h	HCV inh	Pf growth 96h	LmPK inhibitor
33	CC(=O)N1C2CCCCC2S[C@H]2CCCCC21 (stereo not given in full)	0%	-13%	-10%	2%	-2%[5.75 µM]	11%
34	CCOc1ccccc1OCCn1nnc2ccccc21	-3%	3%	0%	6%	10µM*	1%
35	O=C1CC[C@@H](CN(Cc2ccccn2)Cc2nc(Cc3cccc(C(F)(F)F)c3)no2)N1	0%	4%	-4%	0%	26%	10%
36	Clc1ccc(CSc2nnc(CN3CCOCC3)n2-c2ccccc2)cc1Cl	-19%	-4%	/	-24%	?	-1%
37	O=C(O)CCc1c(C(=O)O)[nH]c2ccccc12	9%	11%	0%	-11%	53%[activator]	2%
38	Cc1ccc(NC(=O)CC2=NC(=O)C(CC(=O)Nc3ccccc3F)S2)cc1 (stereo not given)	/	0%	16%	-12%	20%	2%
39	CCCCCCOc1ccc(/C(N)=N/O)cc1	6%	-1%	154%[activator]	-3%	173%[activator]	0%
40	CCOc1cc(C(=O)Nc2nnc(C)s2)cc(OCC)c1OCC	4%	0%	13%	?	10%	4%
41	COc1cc(CCC(=O)Nc2ccc(C)c(S(=O)(=O)N(C)C)c2)cc(OC)c1OC	-10%	2%	?	?	?	4%
42	CC(=O)N1CC(=O)Nc2ccc(F)cc2C1c1ccccc1 (stereo not given)	?	-9%&-2%	3%	11%	?	3%
43	C/C(=N\NC(=O)COc1ccccc1-c1ccccc1)c1ccccn1	6%	-1%	2.1µM*	5µM*	?	3%
44	Cc1cnc(CN2CCc3c([nH]c4ccccc34)C2CC(C)C)[nH]1 (stereo not given)	-14%[57.1 µM]	10%	13µM*	-19%	-1%	-7%
45	Cc1cc(C)c(C#N)c(SCc2ccc(F)cc2)n1	/	4%	?	-21%	-3%	-3%
46	CCC(=O)NC(c1cccs1)c1cc(Cl)c2ccccc2c1O (stereo not given)	?	1%	1%	/	?	/
47	Cc1ccc(C(=O)N2CCN(c3ccccc3F)CC2)cc1S(=O)(=O)N1CCOCC1	13%	2%	-29%	-20%	136%[activator]	11%
48	CC(=O)N1N=C(c2ccc(C)o2)CC1c1ccc(Br)cc1 (stereo not given)	-35%	1%	41%[activator]	-15%	56%[activator]	0%
49	CCOC(=O)N1CCC(Nc2c(NCCCN3CCN(C4CCCCC4)CC3)c(=O)c2=O)CC1	-2%	6%	-5%	14%	-6%	0%
50	CCOc1ccccc1CNC(=O)c1ccc(NC(=O)C2=C(C)OCCS2)cc1	0%	0%	?	?	6.6µM*	0%
51	O=C1CS/C(=N/N=C/c2ccc(OS(=O)(=O)c3ccccc3)cc2)N1	-5%	-5%	-6%	-13%	-7%	6%
52	COc1ccc(CCNC(=O)C2CC(=O)N(c3ccc(Br)cc3)C2)cc1OC (stereo not given)	/	5%	4%	-8%	?	-1%
53	COc1ccc([N+](=O)[O-])cc1-n1cccc1	-14%	-5%	10%	-14%	195%[activator]	1%
54	O=C(c1cc(-c2ccncc2)nc2ccccc12)N1CCN(S(=O)(=O)/C=C/c2ccccc2)CC1	5%	4%	1.9µM*	-25%	?	2%

# In the list so far, 14 have a halogen:
no.	structure	Sm TGR inh	TbPYK inhibitor	Pf growth 48h	HCV inh	Pf growth 96h	LmPK inhibitor
7	CSCCC(NC(=O)c1ccc([N+](=O)[O-])cc1Cl)C(=O)OCC(=O)C12CC3CC(CC(C3)C1)C2 (stereo not given)	1%	1%	-4%	?	-1%	-1%
8	O=C(COc1ccccc1Cl)N1CCN(c2ncccn2)CC1	-1%	5%	?	14%	?	-5%
14	O=C(NCc1ccccc1Cl)C1CCN(S(=O)(=O)N2CCCCCC2)CC1	0%	1%	-5%	-14%	?	6%
17	CCc1nc2ccccc2c(C(=O)Nc2ccc(F)cc2)c1C	1%	3%	34%[activator]	7%	?	2%
29	CC(C)c1ccccc1NC(=S)NCc1ccccc1F	1%	4%	-28%	-3%	-1%	1%
35	O=C1CC[C@@H](CN(Cc2ccccn2)Cc2nc(Cc3cccc(C(F)(F)F)c3)no2)N1	0%	4%	-4%	0%	26%	10%
36	Clc1ccc(CSc2nnc(CN3CCOCC3)n2-c2ccccc2)cc1Cl	-19%	-4%	/	-24%	?	-1%
38	Cc1ccc(NC(=O)CC2=NC(=O)C(CC(=O)Nc3ccccc3F)S2)cc1 (stereo not given)	/	0%	16%	-12%	20%	2%
42	CC(=O)N1CC(=O)Nc2ccc(F)cc2C1c1ccccc1 (stereo not given)	?	-9%&-2%	3%	11%	?	3%
45	Cc1cc(C)c(C#N)c(SCc2ccc(F)cc2)n1	/	4%	?	-21%	-3%	-3%
46	CCC(=O)NC(c1cccs1)c1cc(Cl)c2ccccc2c1O (stereo not given)	?	1%	1%	/	?	/
47	Cc1ccc(C(=O)N2CCN(c3ccccc3F)CC2)cc1S(=O)(=O)N1CCOCC1	13%	2%	-29%	-20%	136%[activator]	11%
48	CC(=O)N1N=C(c2ccc(C)o2)CC1c1ccc(Br)cc1 (stereo not given)	-35%	1%	41%[activator]	-15%	56%[activator]	0%
52	COc1ccc(CCNC(=O)C2CC(=O)N(c3ccc(Br)cc3)C2)cc1OC (stereo not given)	/	5%	4%	-8%	?	-1%

# No enrichment for hits; 16% or so of the library scored in one or more.
